From PubChem
Pol beta inh: inhibitors of human DNA polymerase beta; Pol beta primer extension/strand displacement, fluorescence kinetic; Potency, µM (titrated, usually from 114 µM), inactives show top-dose activity change, negative = inhibition, actives largely listed as inhibitors; actives 1.3% (n = 340,000); further: potency means the concentration at half of the fitted maximal effect; on the % scale 0 is the no-effect control and ±100 the full control effect
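Values derive from four-parameter Hill fits of normalized kinetic data: reads at 0 and 10 min following addition of 50 nM substrate to 10 nM Pol beta preincubated 15 min with compound.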
Pol kappa inh: inhibitors of human DNA polymerase kappa | purified Pol kappa, fluorescent DNA synthesis assay, 10 min | Potency, µM (series often up to 107 µM), for the others: at the highest dose activity, negative = inhibition, usual class: inhibitors | actives 0.53% (n = 400,000); further: potency means the concentration at half of the fitted maximal effect; on the % scale 0 is the no-effect control and ±100 the full control effect
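Pol kappa 10 nM + cpd, 15 min RT; start w/ substrate 50 nM final; fluorescence kinetic read, 0 and 10 min. Neg ctrl: buffer, no enzyme.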
12-LOX inh: ALOX12 (human) lipoxygenase inhibition. P18054. purified 12hLO, xylenol orange hydroperoxide absorbance. Potency, µM (series often up to 108 µM), for the others: top-dose activity change, negative = inhibition, actives largely listed as inhibitors. actives 1.1% (n = 580,000). AID 1671190; further: potency means the concentration at half of the fitted maximal effect; on the % scale 0 is the no-effect control and ±100 the full control effect
Target sequence (P18054 whole entry, looked up): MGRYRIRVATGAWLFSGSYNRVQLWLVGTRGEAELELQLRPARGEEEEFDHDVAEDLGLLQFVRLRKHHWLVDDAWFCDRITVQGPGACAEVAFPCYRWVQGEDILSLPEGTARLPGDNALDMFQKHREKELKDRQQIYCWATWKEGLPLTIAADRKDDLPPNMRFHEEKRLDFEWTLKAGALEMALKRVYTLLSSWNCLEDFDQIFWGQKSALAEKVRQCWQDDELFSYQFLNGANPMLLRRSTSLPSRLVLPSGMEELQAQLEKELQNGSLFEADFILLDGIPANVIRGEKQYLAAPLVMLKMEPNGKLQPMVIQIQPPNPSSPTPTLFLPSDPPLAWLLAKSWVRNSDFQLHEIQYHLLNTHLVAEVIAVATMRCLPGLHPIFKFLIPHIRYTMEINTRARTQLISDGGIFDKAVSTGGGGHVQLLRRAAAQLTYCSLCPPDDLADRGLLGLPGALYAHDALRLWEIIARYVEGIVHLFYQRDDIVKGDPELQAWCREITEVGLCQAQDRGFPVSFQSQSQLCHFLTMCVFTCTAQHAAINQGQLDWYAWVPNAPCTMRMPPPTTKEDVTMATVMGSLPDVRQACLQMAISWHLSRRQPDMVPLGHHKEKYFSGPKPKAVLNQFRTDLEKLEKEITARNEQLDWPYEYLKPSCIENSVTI
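Purified human 12hLO at 150 nM in 25 mM Hepes, 0.01% Triton X-100, pH 7.0, preincubated 15 min at room temperature with compound. Reaction started with 40 uM arachidonic acid, 30 min at room temperature. Hydroperoxide measured by Fe-xylenol orange, 573/405 nm absorbance ratio.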
Pol iota inh: DNA polymerase iota (human) inhibition | AID 588590 | Potency, µM (top dose mostly 115 µM), for inactives: at the top dose activity, negative = inhibition, actives largely listed as inhibitors | Pol iota fluorescent replication assay, 10 min | actives 1% (n = 390,000) | Q9UNA4; further: potency means the concentration at half of the fitted maximal effect
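Pol iota at 10 nM preincubated 15 min with compounds at room temperature; reaction started with fluorescent substrate, 50 nM final. Fluorescence read kinetically at 0 and 10 min; buffer-only wells as negative control.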
Anesthetic bind: binds horse apoferritin like a general anesthetic; actives 0.074% (n = 350,000); Potency, µM (highest dose often 77.5 µM), without a hit: at the top dose activity change, negative = displacement, usual class: inhibitors; P02791; apoferritin/1-aminoanthracene competitive binding, fluorescence; further: potency means the concentration at half of the fitted maximal effect; on the % scale 0 is the no-effect control and ±100 the full control effect; nearly all actives have a fitted effect of over 20% in size
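Concentration-response curves derived by four-parameter Hill fitting of normalized fluorescence, where compounds displaced 1-AMA from 10 uM horse apoferritin following a brief 10 min room-temperature incubation; propofol titration acted as positive control.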
ERG-DNA inh: ERG Ets/DNA interaction inhibition. fluorescence polarization, His-ERG Ets domain / labelled DNA. actives 0.028% (n = 370,000). Potency, µM (highest dose often 76.9 µM), for the others: at the highest dose FP activity, negative = inhibition, most hits filed as inhibitors. AID 624246; active means well fitted inhibition curve with a large enough effect in the polarisation, with a control signal flat; inconclusive means small, poorly fitted or top-dose-only effect, or effect the other way, or a change in a side signal; inactive means no such curve, though single readings can be large or run the other way; the % refers to the polarisation;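 further: polarization taken with two DNA probes labelled with fluorescein and Texas red; potency means the concentration at half of the fitted maximal effect; % of control where 0% means no effect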
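His-tagged ERG Ets domain (1 uM in the protein solution; 300mM KCl, 50mM Tris-HCl, 1mM EDTA, 1mM DTT, pH 7.5) received compound, then a probe mix of 5 nM fluorescein-DNA and 100nM Texas-615-DNA. Fluorescence polarization was read for both dyes.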
TRHR agonist: agonists of human TRH receptor; AID 493084; activation, % at 2 µM; actives 0.18% (n = 360,000); P34981; TRHR cells, calcium flux fluo-8, FDSS agonist mode; in the data active means activation above about 30%; further: 0% is about no effect
Target sequence (P34981 whole entry, looked up): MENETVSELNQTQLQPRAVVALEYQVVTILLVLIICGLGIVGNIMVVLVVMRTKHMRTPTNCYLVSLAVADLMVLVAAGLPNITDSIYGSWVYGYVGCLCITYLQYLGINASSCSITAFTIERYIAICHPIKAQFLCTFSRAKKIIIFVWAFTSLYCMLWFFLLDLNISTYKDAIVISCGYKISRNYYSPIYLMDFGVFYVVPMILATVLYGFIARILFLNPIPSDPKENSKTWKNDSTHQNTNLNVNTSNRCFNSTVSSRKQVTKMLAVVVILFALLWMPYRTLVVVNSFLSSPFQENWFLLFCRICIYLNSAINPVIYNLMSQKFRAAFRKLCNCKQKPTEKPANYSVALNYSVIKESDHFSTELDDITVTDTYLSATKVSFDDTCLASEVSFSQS
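Agonist-mode FDSS calcium read (Ex 480/Em 530, 1 s cycles) in 1536-well TRHR cells with fluo-8 dye, after 10-cycle baseline and 23 nL compound addition; TRH at EC20 (10 nM final) added afterwards for the enhancer phase.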
APEX1 inh: blocks human APE1 abasic DNA cleavage | P27695 | recombinant APE1, TAMRA/BHQ-2 abasic DNA cleavage fluorescence | Potency, µM (doses to about 65.8 µM), for inactives: top-dose activity change, negative = inhibition, usual class: inhibitors | actives 0.35% (n = 350,000) | AID 2517;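 further: potency means the concentration at half of the fitted maximal effect; plate controls were vehicle for no effect and reference inhibitor for full effect; nearly all actives have a fitted effect of over 55% in size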
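APE1 at 0.75 nM final was preincubated with compound 15 min at room temperature, then 50 nM double-stranded THF abasic-site substrate (5'-TAMRA/3'-BHQ-2) was added. Fluorescence (ex 525/em 598 nm) was read kinetically; third-minus-first read gave activity.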
BLM inh: blocks DNA unwinding by human BLM helicase | actives 0.2% (n = 350,000) | recombinant BLM DNA unwinding, fluorescence dequenching | AID 2528 | Potency, µM (doses to about 56.1 µM), inactives show at the top dose activity change, negative = inhibition, actives largely listed as inhibitors | P54132;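 further: potency means the concentration at half of the fitted maximal effect; plate controls were vehicle for no effect and no enzyme for full effect; nearly all actives have a fitted effect of over 35% in size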
Numbers without * were called inactive; i = inactive; ? = inconclusive; nt = not tested or not shown; [ ] = another dose, or the depositor's remark. Unless noted, the call rests on the fitted dose curve; in most records, active means well fitted curve in the direction sought with a large enough effect; inconclusive means small, poorly fitted or top-dose-only effect, or another doubt; inactive means no such curve, though single readings can be large; an effect the other way counts as inactive or inconclusive.

Structure | BLM inh | ERG-DNA inh | 12-LOX inh | Pol iota inh | Pol kappa inh | Pol beta inh | TRHR agonist | APEX1 inh | Anesthetic bind
CCc1cc2c(Nc3ccc(O)cc3)nc(C)nc2s1 | -4.1% | -9.1% | ? | ? | -2.4% | -11.9% | -0.4 | -8.4% | -4.2%
CCOc1cc(/C=C2\SC(=NC)N(C)C2=O)cc(Cl)c1OC(C)=O | -6.6% | 1.2% | -3.3% | -5.2% | -5.5%[60.1 µM] | 1.1% | 0.6 | -23.8% | -3.0%
CSc1ccccc1NC(=O)CN(C)CC(=O)Nc1ccccc1F | 2.0% | -6.3% | 7.0% | 9.3% | -21.4% | -20.7% | -0.1 | -2.5% | 4.1%
O=C(OCC(=O)N1CCc2ccccc21)[C@@H]1CC(O)CN1S(=O)(=O)c1ccccc1[N+](=O)[O-] (stereo not given in full) | nt | nt | i | 20.2% | -5.6% | nt | nt | 11.0% | nt
CSc1nnc(C)c(/C=C/NOCc2ccc(Cl)cc2)n1 | 0.7% | -9.5% | ? | 49.4%[activator] | -9.2% | -3.5% | -1.0 | 3.0% | ?
CC1(C)S[C@@H]2[C@H](NC(=O)COc3ccccc3)C(=O)N2[C@H]1C(=O)O (tested in a mixture with another compound) | 4.3%[21.4 µM] | nt | nt | nt | -3.4%[12 µM] | nt | nt | 4.5%[21 µM] | 2.3%[29.3 µM]
COC(=O)c1c(C)oc(C)c1S(=O)(=O)N1CCOCC1 | 2.7% | -11.4% | 384.8%[activator] | -5.7% | 0.0% | 6.4% | -0.7 | 19.7% | -5.9%
CCn1cc(CNC(=O)/C=C/c2cnn(C)c2)c(C)n1 | -6.0% | 9.9% | 13.3% | 11.0% | 1.2% | 16.7% | 0.5 | 0.8% | -1.2%
COc1ccc(Nc2ccc(N3C(=O)CCC3=O)cc2[N+](=O)[O-])cn1 | 0.8% | 13.2% | -7.7% | 41.6%[activator] | 11.2% | 35.6% | 0.5 | ? | -3.1%
Cn1cccc1-c1cc(C(=O)N/N=C/c2ccc(F)cc2)[nH]n1 | -3.5% | 2.2% | -20.3% | ? | -14.6% | -4.0% | -0.3 | 6.0%[12.4 µM] | -2.5%
CC(=O)N1CCOc2cc(S(=O)(=O)Nc3cc(C(F)(F)F)ccc3Cl)c(C)cc21 | -2.1% | -8.0% | -10.5% | 32.8%[activator] | 5.7% | ? | -0.3 | nt | 5.3%
COc1ccc(-c2ccc3c(c2)[C@@H]2C[C@H](N(C)C(=O)C(C)(C)C)[C@H]([C@H](C)O)C(=O)N2CC3)cc1 | nt | -7.1% | 11.2µM* | -1.4% | -5.2% | nt | nt | nt | nt
CC1(C)Oc2ccc3ccc(=O)oc3c2/C(=C/NNC(N)=S)C1=O | 0.1% | 18.7% | ? | ? | -7.3% | 21.2% | 4.0 | 0.7% | -1.4%
CC(=O)Nc1ccc(NC(=O)C2CC(=O)Nc3nc4ccccc4n32)cc1 (stereo not given) | -6.0% | -17.0% | 4.2% | 25.1% | 10.2% | 2.7% | 0.4 | -9.8% | -5.4%
CN1CCN(c2ncnc3c2cnn3-c2ccc(Cl)cc2)CC1 | 5.9% | -2.9% | 4.7% | 4.8% | 2.6% | 7.7% | 0.5 | -0.9% | -2.8%
O=C(Nc1cccc(F)c1)N1CC[C@@]2(CCCNC2)C1 | 3.5% | nt | 1.1%[57.4 µM] | nt | 1.4%[60.1 µM] | nt | nt | 5.0% | nt
Cc1sccc1/C=N/NC(=O)c1ccco1 | -0.1% | -4.9% | i | 37.3% | 8.3% | -2.6% | -1.1 | 15.3% | 15.0%
O=C(O)CSCC(=O)N1CCN(Cc2ccc3c(c2)OCO3)CC1 | 2.3% | -8.6% | nt | 109.5%[activator] | -8.1% | -0.2% | 0.5 | 34.9% | -3.8%
O=S(=O)(c1cccc2nsnc12)N1CCN(c2ccccc2F)CC1 | -2.3% | -5.5% | -13.8% | 48.5%[activator] | -6.0% | 2.5% | -1.2 | 1.3% | -18.2%
Cc1cc(C)c(S(=O)(=O)NC2CCN(Cc3ccccc3)CC2)c(C)c1 | 0.0% | 1.5% | -21.2% | 11.8% | -13.3% | 29.6% | 0.2 | 11.4% | -14.1%
[O-]/[N+](=C\c1ccccc1)[C@@H]1CCCC[C@@H]1/[N+]([O-])=C/c1ccccc1 | -1.6% | 14.9% | -1.9% | -8.1% | -0.5% | ? | 0.3 | 3.5% | -11.9%
COC(=O)C(C)N1C(=O)S/C(=C\c2ccc(-c3ccc(C(=O)O)cc3C)o2)C1=O (stereo not given) | -3.9% | 32.9%[activator] | ? | ? | 31.6µM* | 39.8µM* | 1.6 | -7.8% | 4.2%
CCn1c(SCC(=O)NC2CC2)nnc1-c1cccc(OC)c1 | 0.0% | 3.0% | -8.5% | 5.3% | -15.6% | 1.7% | -0.4 | 1.7% | -5.8%
CCOCC(=O)NCc1ccc2c(c1)OCO2 | 4.1% | 2.1% | 0.0% | -10.3% | -18.1% | 24.6% | 0.5 | 4.5% | -9.9%
CC(=O)c1ccc(S(=O)(=O)N2CCN(C(=O)c3ccc(-n4cncn4)c([N+](=O)[O-])c3)CC2)cc1 | nt | -6.5% | 7.5% | -3.8% | -21.4% | nt | 0.2 | 3.8% | nt
O=C1CCN(Cc2ccccc2)C(=S)N1 | nt | -0.2% | -5.9% | 29.3% | 0.1% | nt | nt | nt | nt
O=C(NC(Cc1c[nH]c2ccccc12)C(=O)O)/C(=C\c1ccc2c(c1)OCO2)NC(=O)c1ccccc1 (stereo not given) | 0.5% | -1.7% | -5.4% | ? | -3.9% | -15.2% | 2.7 | -5.0% | 5.8%
CC(=O)N1CCOc2ccc(S(=O)(=O)N3CCC(C(=O)NCc4ccccc4)CC3)cc21 | 2.3% | -1.3% | -8.5% | 4.8% | -7.3% | -18.2% | 0.1 | 2.7% | -15.8%
CC(C)(C)c1ccc(C(=O)Nc2cc(-c3nc4ccccc4o3)ccc2Cl)cc1 | -1.9% | 1.3% | 0.4% | -3.9% | -8.0% | -10.8% | 3.4 | nt | -14.2%
COc1ccc2nc(NC(=O)CCn3cccc3)sc2c1 | -0.6% | 2.1% | -8.6% | 4.8% | -11.0% | -25.4% | -0.3 | -3.7% | -9.4%
C[C@H]1O[C@@H](n2cnc3c(N)ncnc32)C[C@@H]1OP(=O)(O)OP(=O)(O)OP(=O)(O)O | 1.6% | nt | nt | nt | 15.8%[60.1 µM] | nt | nt | -2.5% | 1.0%
Cc1cccc(C)c1NC(=O)CN1C(=O)NC(C)(C2CC2)C1=O (stereo not given) | nt | 7.5% | 80.3%[activator] | 33.4%[activator] | -4.1% | nt | nt | 5.9% | nt
CCc1sc(C(=O)Nc2cc(Cl)ccc2N2CCCCC2)cc1C | -4.7% | -7.1% | -3.3% | 2.5% | -11.7% | 6.7% | 0.7 | 8.3% | -14.7%
Cn1c(CCC(=O)Nc2cc(S(C)(=O)=O)ccc2Cl)nc2cc(S(=O)(=O)N3CCOCC3)ccc21 | nt | 0.1% | 44.7µM* | 24.8% | -18.6% | nt | -0.6 | 27.1% | nt
Cc1cccc(C(=O)NNC(=O)c2ccccc2Br)c1 | -2.2% | 6.8% | 239.2%[activator] | -4.4% | -0.7% | 1.6% | -0.8 | 6.5% | 2.8%
Nc1c(-c2nc(-c3ccc4c(c3)OCO4)cs2)c2ccccn2c1C(=O)c1ccccc1 | -7.6% | 1.5% | -23.8% | -11.7% | -2.5% | 35.1% | 1.4 | nt | -0.7%
COc1ccc(C(=O)NC(=S)NNC(=O)c2ccccc2C)cc1 | nt | -2.9% | 44.7µM* | 161.5%[activator] | -4.2% | nt | nt | nt | nt
Cn1c(CCN2CCOCC2)nc2cc(NS(=O)(=O)c3ccccc3)ccc21 | -8.9% | -6.2% | 2.9% | 14.8% | -13.9% | 19.2% | -0.3 | 3.1% | -3.3%
NC(=O)C1CCN(C2=C(NS(=O)(=O)c3ccc(Br)cc3)C(=O)c3ccccc3C2=O)CC1 | -22.4% | -3.6% | 26.5% | ? | 1.6% | 9.4% | 0.9 | -7.5% | ?
O=C(CN1CCN(S(=O)(=O)c2ccc(F)cc2)CC1)Nc1cccc(C(F)(F)F)c1 | -8.2% | -4.5% | 0.0% | 2.9% | -10.2% | 4.8% | nt | -6.2% | 71.7%[activator]
O=[N+]([O-])c1cnn2cc(Br)cnc12 | -2.3% | 11.9% | -2.5% | -4.2% | -5.1% | -9.2% | 0.2 | -3.2% | -7.2%
C=CC[C@@H](CC(=O)N(CCO)Cc1ccccc1)C(=O)N[C@H](COC(=O)[C@@H](CC=C)CC(=O)OC(C)(C)C)c1ccccc1 | nt | 0.4% | 18.0% | -19.8% | -13.3% | nt | nt | -15.3% | nt
CS(=O)(=O)Nc1ccc(C(=O)Nc2ccc(S(=O)(=O)Nc3nccs3)cc2)cc1 | -5.1% | 1.3% | 0.0% | 17.1% | -10.8% | 1.7% | 0.1 | 19.9% | -1.0%
COc1ccc(Cl)cc1Nc1nc(NCCO)nc(N2CCCC2)n1 | -2.6% | -19.4% | 28.4% | 3.4% | -5.0% | -0.5% | 0.5 | 4.4% | -6.6%

Molecules above that have an NH in an aromatic ring (2):
Structure | BLM inh | ERG-DNA inh | 12-LOX inh | Pol iota inh | Pol kappa inh | Pol beta inh | TRHR agonist | APEX1 inh | Anesthetic bind
Cn1cccc1-c1cc(C(=O)N/N=C/c2ccc(F)cc2)[nH]n1 | -3.5% | 2.2% | -20.3% | ? | -14.6% | -4.0% | -0.3 | 6.0%[12.4 µM] | -2.5%
O=C(NC(Cc1c[nH]c2ccccc12)C(=O)O)/C(=C\c1ccc2c(c1)OCO2)NC(=O)c1ccccc1 (stereo not given) | 0.5% | -1.7% | -5.4% | ? | -3.9% | -15.2% | 2.7 | -5.0% | 5.8%

Only part of the results is shown; the hit share may differ from the screen's.
